High-throughput results from PubChem.
aSyn yeast inh: qHTS of alpha-syn Inhibitors; Yeast expressing alpha-synuclein, growth rescue, BacTiter-Glo, 24 h; 0.14% of 370,000 active; AID 652106, 2013; Potency, µM (doses to about 46.1 µM), for inactives: top-dose growth rescue (activation), hits mostly activators; also: potency is read from the fitted curve at half-maximal effect; % of control where 0% means no effect; nearly all actives have a fitted effect of over 65% in size
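Readout is rescue of growth in alpha-synuclein-expressing yeast, so inhibitors of toxicity appear as activators. Growth after 24 hr at 30 deg C in galactose medium is quantified by luminescence.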
EPAC2 ag: qHTS for Agonist of cAMP-regulated guanine nucleotide exchange factor 4 (EPAC2): primary screen; Rap guanine nucleotide exchange factor 4 (Homo sapiens), Q8WZA2; EPAC2 activation, biochemical qHTS; response scale: 100% = 6.5 mM cAMP response; Potency, µM (top dose mostly 154 µM), without a hit: at the highest dose activation, usual class: activators; 0.079% of 360,000 active; AID 720711, 2013; also: potency is read from the fitted curve at half-maximal effect; nearly all actives have a fitted effect of over 50% in size
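Compounds were added across a concentration range to EPAC2 (100 nM), RAP1B-BODIPY-GDP (250 nM) and GDP (50 uM). After 5 min at room temperature, fluorescence was recorded at 5-min intervals for 30 min.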
TDP-43 yeast inh: qHTS of TDP-43 Inhibitors; TDP-43 expressing yeast growth rescue, BacTiter-Glo, 24 h; AID 652104, 2013; 1.8% of 410,000 active; Potency, µM (series often up to 46.1 µM), for the others: top-dose growth rescue (activation), hits mostly activators; also: potency is read from the fitted curve at half-maximal effect; % of control where 0% means no effect; nearly all actives have a fitted effect of over 50% in size
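Yeast expressing TDP-43 (pregrown in raffinose, seeded at OD600=0.02 in galactose medium) exposed to compounds 24 hr at 30 deg C. Growth read by BacTiter-Glo luminescence; rescue of toxicity appears as increased signal.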
DRD3 agonist: qHTS of D3 Dopamine Receptor Agonist: qHTS; D3R DiscoveRx beta-arrestin cells, luminescence, 90 min; max activation, %; 0.58% of 410,000 active; AID 652048, 2013; in the data active = max activation above about 30%; also: 0% is about no effect; mostly tested at two doses, the higher about 12 µM
Target sequence (P35462 whole entry, looked up): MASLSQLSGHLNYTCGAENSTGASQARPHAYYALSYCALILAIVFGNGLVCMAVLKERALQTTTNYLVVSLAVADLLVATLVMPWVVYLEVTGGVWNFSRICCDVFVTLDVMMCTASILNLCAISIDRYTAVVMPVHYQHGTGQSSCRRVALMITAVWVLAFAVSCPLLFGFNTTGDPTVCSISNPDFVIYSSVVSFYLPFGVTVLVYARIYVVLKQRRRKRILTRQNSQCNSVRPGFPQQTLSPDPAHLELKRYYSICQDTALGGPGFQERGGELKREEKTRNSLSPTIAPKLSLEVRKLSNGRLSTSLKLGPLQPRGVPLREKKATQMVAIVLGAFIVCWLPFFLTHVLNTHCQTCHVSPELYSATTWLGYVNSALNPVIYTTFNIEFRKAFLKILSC
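Cells at 1500/well, incubated overnight, then treated with pinned compounds (dopamine as control) for 90 min at 37 degrees C. DiscoveRx reagent added for 30 - 60 minutes at room temperature; luminescence read.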
FUS yeast rescue: qHTS for Suppressors of FUS Proteinopathy: Primary screen using FUS-linked yeast assay; S. cerevisiae FUS-expressing, growth rescue, OD600, 24 h; Potency, µM (titrated, usually from 76.6 µM), without a hit: at the highest dose growth rescue (activation), hits mostly activators; 0.24% of 390,000 active;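 also: potency is read from the fitted curve at half-maximal effect; plate controls were DMSO vehicle for no effect and reference control for full effect; nearly all actives have a fitted effect of over 55% in size; some results filed as inactive show a strong effect at the top dose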
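Read-out: OD at 600 nm after 24hr at 30C, reporting rescue of FUS-induced yeast toxicity. Cells at OD 0.005 in galactose (2%) minimal medium; compounds tested in a dilution series; CP55940 titration from 92uM final as control.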
DRD3 antagonist: qHTS of D3 Dopamine Receptor Antagonist: qHTS; D(3) dopamine receptor (Homo sapiens), P35462; max response, negative = inhibition, %; AID 652054, 2013; D3R cells, DiscoveRx beta-arrestin luminescence, antagonist mode; stronger effect = lower value; 2.5% of 360,000 active; in the data active = max response below about -50%; inconclusive = no clear call, values can overlap the other calls; also: % is scaled to controls: 0 for no effect and ±100 for the full control effect; mostly tested at two doses, the higher about 12 µM
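Cells plated overnight at 1500 cells/well, then exposed to library compounds with dopamine controls for 90 minutes at 37 degrees C. DiscoveRx reagent added for 30–60 minutes at room temperature; luminescence read, quantitative HTS format.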
Abeta rescue: qHTS for compounds that reverse cellular toxicity of Amyloid beta (A-beta) peptide in yeast: Primary Screen; Potency, µM (titrated, usually from 46.1 µM), without a hit: at the top dose growth rescue, actives largely listed as activators; yeast expressing A-beta42, growth rescue, OD600, 48 h; response scale: 0% DMSO, 100% iron-clioquinol control; 0.063% of 410,000 active; also: potency is read from the fitted curve at half-maximal effect; nearly all actives have a fitted effect of over 55% in size
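Yeast A-beta toxicity model in growth medium with pinned compounds, 48 h at 30 C; growth read as absorbance at 600 nm. Normalized to FeCl3/clioquinol equimolar mix (positive) and DMSO (negative).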
EPAC2 antag: qHTS for Antagonist of cAMP-regulated guanine nucleotide exchange factor 2 (EPAC2): primary screen; 0.18% of 360,000 active; Potency, µM (series often up to 114 µM), for inactives: top-dose activity, negative = inhibition, usual class: inhibitors; EPAC2 GEF exchange of Rap1B-BODIPY-GDP, fluorescence; Rap guanine nucleotide exchange factor 4 (Homo sapiens), Q8WZA2; also: potency is read from the fitted curve at half-maximal effect; % is scaled to controls: 0 for no effect and ±100 for the full control effect; nearly all actives have a fitted effect of over 45% in size; many of its hits are not listed in these tables
* hit, by the source's call; ? = inconclusive; . = no result given; [ ] = remark or other dose. Unless noted, calls follow the shape of the dose curve; as a rule, active = well fitted curve in the direction sought with a large enough effect; inconclusive = small, poorly fitted or top-dose-only effect, or another doubt; inactive = no such curve, though single readings can be large; an effect the other way counts as inactive or inconclusive.

SMILES	aSyn yeast inh	EPAC2 ag	TDP-43 yeast inh	DRD3 agonist	FUS yeast rescue	DRD3 antagonist	Abeta rescue	EPAC2 antag
O=[N+]([O-])c1ccc(OCn2cncn2)cc1	-1%	4%	-18%	-16	-26%	0	4%	17%
Cc1c(-c2cc(C(=O)O)no2)cnn1C	0%	5%	16%[9.22 µM]	4	-2%	10	8%	9%
COCCN1C(=O)CCC1(C)C(=O)Nc1ccc2c(c1)OCCO2 (stereo unspecified)	0%	7%	0%	-3	-28%	37	-17%	-7%
Cc1cc(C)n2nc(C(=O)N/N=C/c3cn(C)nc3C)nc2n1	1%	13%	1%	-2	-1%	-5	7%	20%
O=C(NC(=S)Nc1nc(-c2ccc([N+](=O)[O-])cc2)cs1)c1ccco1	1%	-1%	12%	5	17%	3	-14%	7%
O=C(NCc1ccc(F)cc1)C1CCCN(C(=O)Nc2ccc(F)cc2)C1 (stereo unspecified)	7%	3%	-18%	-6	12%	4	-13%	-7%
O=C(CN1CCN(CC(=O)Nc2ccccc2Cc2ccccc2)CC1)Nc1ccccc1Cl	2%	9%	-10%	8	13%	-1	2%	0%
O=C(NC1CCCCNC1=O)c1ccccc1 (stereo unspecified)	1%	4%	-3%	-7	-2%	-5	-1%	2%
COc1ccccc1NC(=O)Cn1ccn(-c2cccc3ccccc23)c(=O)c1=O	0%	-1%	-14%	-11	9%	-11	-12%	3%
CC(C)[C@H](NC(=O)c1ccccc1F)C(=O)OCC(=O)NC1CC1	-1%	13%	3%	-1	.	-23	2%	4%
COc1cccc(NC(=O)CSc2nccn2C2CCCC2)c1	.	.	20%	6	-4%	.	4%	.
CCc1ccc(NC(=O)CSc2nc(C)cs2)cc1	-8%	3%	12%	-12	12%	-21	-4%	1%
Cc1nn(-c2ccccc2)c(Cl)c1/C=N/NC(=O)c1ccco1	-6%	-3%	?	-3	15%	0	1%	-3%
O=C(c1cc(-c2ccc(Br)cc2)on1)N1CCOCC1	-2%	6%	4%	-6	-10%	-6	-20%	-5%
Cc1nn(Cc2c(F)c(F)c(F)c(F)c2F)c(C)c1NC(=O)c1ccc(COc2cc(Cl)ccc2Cl)cc1	-3%	-5%	-16%	0	27%	0	0%	9%
COc1cccc2cc(-c3cn4c(n3)sc3cc(F)ccc34)c(=O)oc12	.	.	-3%	-4	-5%	.	-12%	.
CC(=O)c1ccc(N2CCN(C(=O)c3cc4c(C)nc5ccccc5c4o3)CC2)cc1	-1%	5%	14%	24	7%	37	-2%	-4%
Cn1c(NC(=O)c2cccc(C(F)(F)F)c2)cc(=O)n(C)c1=O	2%	4%	9%	2	-15%	7	8%	-7%
Cc1ccc(S(=O)(=O)NCCC(=O)Nc2ccc(S(=O)(=O)NC(C)C)cc2)cc1	1%	12%	-21%	18	24%	2	-9%	17%
COc1ccc(OC)c(Nc2cc3ccccc3c(=O)[nH]2)c1	-3%	14%	?	14	24%	-3	-8%	2%

Reprinted from the part before: four entries, then new ones.
SMILES	aSyn yeast inh	EPAC2 ag	TDP-43 yeast inh	DRD3 agonist	FUS yeast rescue	DRD3 antagonist	Abeta rescue	EPAC2 antag
CC(=O)c1ccc(N2CCN(C(=O)c3cc4c(C)nc5ccccc5c4o3)CC2)cc1	-1%	5%	14%	24	7%	37	-2%	-4%
Cn1c(NC(=O)c2cccc(C(F)(F)F)c2)cc(=O)n(C)c1=O	2%	4%	9%	2	-15%	7	8%	-7%
Cc1ccc(S(=O)(=O)NCCC(=O)Nc2ccc(S(=O)(=O)NC(C)C)cc2)cc1	1%	12%	-21%	18	24%	2	-9%	17%
COc1ccc(OC)c(Nc2cc3ccccc3c(=O)[nH]2)c1	-3%	14%	?	14	24%	-3	-8%	2%
CC1=C(C(=O)OCc2ccccc2)C(c2ccc(Cl)cc2)NC(=O)N1C (stereo unspecified)	?	9%	29%	10	6%	7	-29%	-5%
O=C1CN(C(=O)c2cc(F)cc(F)c2)c2ccccc2N1	-3%	8%	18%	-3	-8%	-11	-11%	6%
O=C(COc1ccc(Cl)cc1)Nc1ccccc1OCc1cc(=O)n2ccccc2n1	.	.	12%	6	4%	.	-16%	.
CC(c1ccncc1)C(C)c1ccncc1 (stereo unspecified)	-5%	7%	-2%	-2	-18%	-21	1%	8%
Cc1ccc(S(=O)(=O)C2(C(=O)NC3CCCC3)CC2)cc1	1%	-3%	-19%	5	10%	17	16%	2%
CC(C)(ONC(=O)Nc1ccccc1Cl)C(=O)O	2%	-9%	-1%	2	-4%	0	1%	1%
COc1ccccc1CCNC(=O)C(=O)NCC(c1cccs1)S(=O)(=O)c1ccccc1 (stereo unspecified)	.	.	-4%	-8	-4%	.	7%	.
Cc1cc2[nH]c(=O)cc(-c3ccccc3)n2n1	-21%	4%	-14%	-5	-3%	-2	0%	5%
c1ccc(CSc2nnc(-c3ccccn3)n2-c2ccccc2)cc1	5%	6%	25%	9	22%	20	1%	1%
Cc1ccc(S(=O)(=O)NCC(=O)N2CCN(S(=O)(=O)c3ccc(Cl)cc3)CC2)cc1C	0%	-1%	8%	12	5%	7	-1%	18%
CCNc1nc(Cl)nc(NNC(=O)C(C)Oc2ccccc2)n1 (stereo unspecified)	-9%	-4%	30%	3	.	9	14%	-7%
Cc1ccccc1NC(=O)c1c(C)[nH]c(=S)c(C#N)c1-c1ccc(Cl)cc1	0%	-3%	?	12	?	0	-6%	2%
NC(=O)c1cc(Cl)ccc1OCC(=O)N1CCCc2ccccc21	-5%	4%	7%	25	-20%	7	6%	6%
CCc1nc(Sc2nc(C)cc(C)n2)c2oc3ccccc3c2n1	5%	6%	15%	12	5%	43	-4%	6%
COC(=O)c1ccc(NC(=O)CN2CCC(NC(=O)c3ccccc3F)CC2)cc1	-3%	10%	6%	0	-17%	-15	-2%	-3%
CC(=O)Nc1ccc(CN2CCC(Oc3ccc(C(=O)N4CCCC4)cc3)CC2)cc1	-1%	4%	-25%	-10	.	-15	-9%	-1%
CCc1ccc(C(=O)COC(=O)C2=NN(c3ccccc3)C(=O)CC2)cc1	-1%	2%	10%	-4	27%	-8	-27%	5%
CC(C)CNC(=O)CSc1ccc(S(=O)(=O)N(C)C2CCCCC2)cn1	11%	-1%	8%	0	26%	20	14%	-3%
CCOC(=O)C1(Cc2ccccc2Cl)CCN(S(C)(=O)=O)CC1	0%	2%	-1%	2	-4%	3	4%	-19%
CCCc1ccc(OCCNC(=O)CC)cc1	11%	8%	-15%	-12	17%	20	5%	-2%
CC1CCc2nc3ccc(S(=O)(=O)N4CCC(C(=O)N5CCCCC5)CC4)cc3c(C(=O)O)c2C1 (stereo unspecified)	0%	-7%	9%	1	-4%	13	-17%	4%
NNc1ccc(S(=O)(=O)N2CCCCC2)cn1	-4%	4%	10%	2	-8%	-4	?	-10%
Cc1ccc(NC(=O)COC(=O)C2CC2C)c(S(=O)(=O)N2CCCCC2)c1 (stereo unspecified)	0%	18%	2%	1	19%	8	-10%	10%
CCOC(=O)N1CCN(C(=O)C2CCC(=O)N(Cc3cccc(C(F)(F)F)c3)C2)CC1 (stereo unspecified)	1%	5%	-7%	0	.	1	1%	0%
CC(OC(=O)c1ccco1)C(=O)NC1CCCC1 (stereo unspecified)	1%	12%	-8%	5	3%	10	16%	4%
COc1cccc(C(=O)Nc2c(C(=O)Nc3ccc(F)cc3)oc3ccccc23)c1OC	.	.	21%	4	-24%	.	-2%	.
CCOC(=O)N1CCC(NC(=O)c2cc(C(=O)NCC(OC)OC)ccc2CO)CC1	-2%	4%	8%	2	20%	14	-5%	4%
CCCCN(CCCNC(=O)c1cc(Nc2ccc(OC)c(OC)c2)nc2ccccc12)Cc1ccccc1	.	.	26%	7	-1%	.	-11%	.
CN(Cc1ccccc1)c1nc2c(c(=O)[nH]c(=O)n2C)n1Cc1ccccc1F	-9%	-1%	18%	9	5%	14	-5%	-17%
CC(C)(C)C(=O)OC1=CN(Cc2ccccc2)S(=O)(=O)c2ccccc21	.	.	19%	0	?	.	12%	.
CCOC(=O)C1CCN(C(=O)c2cccc(NS(=O)(=O)c3ccc(F)c(F)c3)c2)CC1	5%	7%	20%	2	11%	-6	-8%	-2%
CCS(=O)(=O)N1CCCC(C(=O)NCc2ccccc2Cl)C1 (stereo unspecified)	3%	4%	7%	4	-3%	8	24%	6%
O=C(c1nc2ccccn2c1CN1CCN(c2ccccc2O)CC1)N1CCCC1	3%	6%	-10%	-24	-8%	-9	-1%	-8%
NS(=O)(=O)c1cccc(NC(=O)COC(=O)CC2CC3CCC2C3)c1 (stereo unspecified)	-2%	-9%	-22%	-4	4%	-3	-6%	-7%
CCN1CCN(CCCNC(=O)c2cn(CCOC)c(=O)c3c2c2ccccc2n3C)CC1	-1%	5%	-21%	-7	22%	-10	12%	5%
COC(=O)c1ccccc1NC(=O)Cn1nc(C(F)(F)F)c2c1CCC2	16%	-11%	?	1	31%	-14	-4%	-8%
COc1ccccc1-c1cc(NC(C)=O)c2ncc(-c3cccc(C(C)=O)c3)n2c1	-5%	3%	?	4	?	17	-12%	-10%
CN(C)C1=C(Cl)C(=O)N(c2ccc(Cl)c(Cl)c2)C1=O	4%	5%	19%	-11	-17%	2	-13%	5%
CCOC(=O)/C(C#N)=N/Nc1ccc(S(=O)(=O)Nc2cc(OC)nc(OC)n2)cc1	6%	-1%	9%	2	9%	-4	-6%	1%
COc1ccc(-c2nc(C#N)c(NCc3ccc(F)cc3)o2)cc1OC	-13%	1%	-9%	-5	-12%	-13	7%	-5%[57.1 µM]
CC(Sc1nnc(-c2cccs2)n1-c1ccccc1)C(=O)NCc1ccc2c(c1)OCO2 (stereo unspecified)	1%	12%	2%	-8	-10%	-11	4%	-1%
Cc1c(NC(=O)Nc2cccc(C(F)(F)F)c2)sc2nc3n(c(=O)c12)CCC(C)CC3 (stereo unspecified)	.	.	26%	-3	9%	.	-6%	.

A portion of the library; the hit share may differ from the screen's.
